Source: PubChem BioAssay (National Center for Advancing Translational Sciences (NCATS))
aSyn yeast rescue = alpha-synuclein toxicity suppression in yeast. actives 0.02% (n = 94,000). S. cerevisiae alpha-synuclein toxicity rescue, BacTiter-Glo growth, 24 h. Potency, µM (titrated, usually from 46.1 µM), for the others: at the top dose growth rescue (activation), usual class: activators. AID 1347070; active = well fitted activation curve with a large enough effect; inconclusive = small, poorly fitted or top-dose-only effect; note: 0% is about no effect
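Growth restoration measured by BacTiter-Glo luminescence after 24 hr at 30 deg C; alpha-synuclein yeast, raffinose-pregrown to mid-log, were added at OD600=0.02 in galactose medium onto pinned compounds.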
Numbers without * were called inactive; ? = inconclusive; & = joins results of further samples; [ ] = dose if it differs, or a comment. Potency is the fitted concentration of half-maximal effect.

SMILES	aSyn yeast rescue
COc1ccc(CCn2c3c(c(=O)[nH]c2=O)C(NC(=O)c2ccccc2F)(C(F)(F)F)C(=O)N3)cc1OC (stereo not given)	7%
CC1=C(C(=O)Nc2cccnc2)C(c2ccccc2)n2nc(SCc3ccccc3)nc2N1 (stereo not given)	-2%
O=C(COC(=O)C(Cc1c[nH]c2ccccc12)NC(=O)c1ccc(Br)cc1)c1ccc(Cl)cc1 (stereo not given)	-2%
CCc1noc2nc(C)n(CC(=O)O)c(=O)c12	-1%
Cc1ccc(C)c(N2CCN(C(=O)c3cc(S(=O)(=O)N4CCOCC4)cn3C)CC2)c1	0%
CCC1CCCCN1C(=O)CSc1nc(N)c(NC(=O)c2ccc(OC)c(OC)c2)c(=O)[nH]1 (stereo not given)	-1%
COc1ccc(-c2nc(Cn3c(=O)cc(C)c4c(C)nn(-c5ccccc5)c43)c(C)o2)cc1OC	1%
Cc1ccc(C)c(NC(=O)Nc2cc3c(cc2N2CCCCC2)n(C)c(=O)n3C)c1	6%
COc1cccc(/C=C2\SC(=O)N(CCC(=O)NNC(=O)c3cccc(Cl)c3)C2=O)c1	-1%
CCCCn1c(CNC(=O)C23CC4CC(CC(C4)C2)C3)nnc1SCC(=O)Nc1ccccc1	6%
CCOC(=O)c1cnn(Cc2cccc(Cl)c2)c1C	-1%
Cc1cc(S(=O)(=O)Nc2ccc(C(=O)NCc3cccnc3)cc2)ccc1F	-10%
Cc1ccc(C)c(NC(=O)CN2C(=O)COc3ccc(Cl)cc32)c1	3%
CCOC(=O)C1=C(COC(=O)/C=C/c2cc(Br)ccc2F)NC(=O)NC1C (stereo not given)	-12%
Cc1cccc(CN(C)C[C@H]2OCc3cnnn3CCCC(=O)N([C@H](C)CO)C[C@@H]2C)c1	4%
Cc1ccc(C2N=C(N)Nc3nc4ccccc4n32)cc1 (stereo not given)	4%&6%
CC(=O)c1ccc(NC(=S)Nc2ccc(N3CCOCC3)cc2)cc1	?
Cc1noc(-c2ccc(-c3noc(-c4cccc(F)c4)n3)cc2)n1	-5%
COc1ccc(/C(C)=N/Nc2ncc(Cl)cc2Cl)c(O)c1	-30%[inhibitor]
Cc1ccc(OCC(=O)Nc2c(C)nn(-c3ccccc3)c2C)c(Br)c1	-3%
CCOCCCN1C(=O)c2[nH]nc(-c3ccccc3O)c2C1c1ccc(CC)cc1 (stereo not given)	6%
CC1=C(C(=O)Nc2ccccc2C)C(c2ccccn2)n2ncnc2N1 (stereo not given)	6%
CCCCn1c(N)c(N(CC(C)C)C(=O)CSc2n[nH]c(-c3ccc(C)cc3)n2)c(=O)[nH]c1=O	0%
CCOc1ccccc1CNC(=O)Cn1cc2c(n1)-c1c(oc(C(=O)N3CCCC3)c1C)CC2	4%
CCc1ccccc1NC(=O)Cn1c(=O)n(CCc2ccccc2)c(=O)c2sc3ccccc3c21	-5%
CC(C)c1nnc(NC(=O)c2nc(SCc3ccc(F)cc3)ncc2Cl)s1	?
O=C(Nc1nc2c(F)cccc2s1)c1ccc2c(c1)OCCO2	-15%
COc1ccc(NC(=O)c2cc(-c3ccccc3O)no2)cc1	-8%
Cc1ccc(-c2noc(-c3nnn(CC(=O)Nc4cc(C)cc(C)c4)c3N)n2)cc1	2%
Cc1ccc(C)c(Cn2c3ccccc3c3cnn(CC(=O)NC(C)CCc4ccccc4)c(=O)c32)c1 (stereo not given)	3%
CC(=O)N1CCN(S(=O)(=O)c2cccc(C(=O)Nc3ccc(OC(F)F)cc3)c2)CC1	-9%
C[C@H](CO)N1C[C@H](C)[C@@H](CN(C)C(=O)c2cnccn2)Oc2ncc(Br)cc2C1=O	7%
Cc1cc(Oc2ncccc2[N+](=O)[O-])c2cc(Cl)ccc2n1	8%
CCOC(=O)c1c(C)[nH]c(C)c1S(=O)(=O)N(C)CC(=O)Nc1ccc(C)c(F)c1	-8%
Cc1cc(C)cc(NC(=S)/C(=C(\[O-])c2ccc(Cl)cc2Cl)[n+]2ccc(C(C)(C)C)cc2)c1	4%
O=Cc1cn(-c2ccccc2)nc1-c1ccncc1	4%
Cc1cccc(CNC(=O)C2CCC(CNS(=O)(=O)c3ccc4c(c3)CCCC(=O)N4)CC2)c1 (stereo not given)	-2%
O=C(NCCc1ccccc1)c1cc(-c2cccc(Cl)c2)on1	-1%
Cc1ccc(NC(=O)CN2C(=O)C(c3ccc(F)cc3)=NC23CCCCCC3)c(C)c1	9%
Cc1cc(C)c2oc(-c3ccc(NC(=O)COc4ccccc4C)cc3)nc2c1	4%
Cc1cccc(OCC(=O)OCc2cc(=O)n3nc(C4CCCCC4)sc3n2)c1	2%
O=C(Nc1ccc(Oc2ccccc2)cc1)c1ccc(F)c(S(=O)(=O)N2CCN(c3cccc(Cl)c3)CC2)c1	6%
CCC1CN(C(=O)N2CCC(C(=O)NCCc3ccc(C)cc3)CC2)c2ccccc2O1 (stereo not given)	-3%
Cc1cc(NC(=O)CCC(=O)N(Cc2ccc(F)cc2)C(C(=O)NC2CCCC2)c2ccco2)no1 (stereo not given)	11%
Clc1cccc(CSc2nnc(C3CCNCC3)o2)c1	-3%
Cc1nc(N2CCCC2)ncc1C(=O)NCc1cccc(Cl)c1	4%
CCN(CC(=O)Nc1ccc(OC(F)F)cc1)C1CCCCC1	-8%
Cc1cc(C)cc(-c2nnc(SCC(=O)c3c(N)n(C4CC4)c(=O)[nH]c3=O)o2)c1	-5%
CCn1c(SCC(=O)NCC2CCCO2)nnc1-c1ccc(Cl)cc1 (stereo not given)	4%
COc1ccc2ccc(=O)oc2c1CC(O)C(C)(C)O (stereo not given)	5%
CCOc1cccc(C(=O)Nc2ccc(NC(=O)c3ccc(Br)cc3)cc2)c1	-9%
Cc1cc(F)ccc1NC(=O)c1cc(S(=O)(=O)N2CCOCC2)cn1C	-2%
COc1cc(CCC(=O)OCC(=O)Nc2ccc(F)cc2F)cc(OC)c1OC	0%
O=C1c2ccccc2C(Nc2ccc3c(c2)OCO3)N1Cc1ccc2c(c1)OCO2 (stereo not given)	2%
COCC(CN1CCN(C2=NS(=O)(=O)c3ccccc32)CC1)OC(=O)c1ccc(OC)cc1 (stereo not given)	1%
Cc1ccc(CNC(=O)C(C)n2ccc3cc(S(=O)(=O)N4CCCC4)ccc32)cc1 (stereo not given)	-8%
CCOCCCNC(=O)c1ccc2c(c1)N=C(CC)c1cc(Br)ccc1S2	-44%[inhibitor]
COC(=O)/C(C#N)=C/c1c(Oc2cccc(C)c2)nc2ccccn2c1=O	-2%
CC(C)(C)OC(=O)N1CCc2nc(N3CCN(c4ncccn4)CC3)ncc2C1	7%
COc1ccc(CCNC(=O)c2cc3c(s2)-c2c(C)cccc2OC3)c(OC)c1	6%
More results
SMILES	aSyn yeast rescue
Cc1ccccc1N1CC(C(=O)N2CCc3ccccc32)CC1=O (stereo not given)	3%
Cc1ccc(-n2ncc(C(=O)N3CCN(c4ccc(Cl)cc4)CC3)c2C2CCN(C(=O)OC(C)(C)C)CC2)c(C)c1	1%
O=S(=O)(c1cc(F)ccc1F)N1CCC2(CC1)OCCN2S(=O)(=O)c1ccccc1	13%
C/C(CC(=O)Nc1ccc2c(c1)OCCO2)=N\NC(=O)Cc1ccccc1	-5%
CCN(CC)C(=O)C1CCN(c2nnc(C)c3c(C)n(-c4ccc(Cl)cc4)nc23)CC1	3%
O=C(NCc1ccc(F)cc1)c1ccc2c(c1)nnn2C1CCCC1	3%
O=C(Nc1nnc(-c2ccco2)o1)c1ccc(Br)s1	6%
CCOC(=O)C1CCN(C(=O)c2nn(-c3ccc(OC)c(Cl)c3)c(=O)c3c2c2ccccc2n3C)CC1	0%
COC(=O)c1ccccc1NC(=O)C(Cc1ccccc1)N1Cc2ccccc2C1=O (stereo not given)	9%
Cc1cccc(N2CCN(c3ncnc4c3c(-c3ccccc3)cn4-c3ccccc3)CC2C)c1 (stereo not given)	1%
CCOc1ccccc1CNC(=O)c1ccc(NC(=O)N2CCSc3ncccc32)cc1	-7%
Cc1ccccc1CNC(=O)C(=O)NCC1CCCN1S(=O)(=O)c1cccs1 (stereo not given)	-5%
COc1ccc(C)cc1NC(=O)c1cc2ccccn2n1	-8%
Cc1cc(C)cc(NC(=O)Cn2c(=O)n(Cc3ccco3)c(=O)c3oc4ccccc4c32)c1	-4%
CC(=O)N1CCc2cc(S(=O)(=O)NC(CC(C)C)C(=O)NCCc3cccc(C)c3)ccc21 (stereo not given)	2%
O=C(CSc1nc2c(sc3ccccc32)c(=O)n1CCCN1CCCC1)NCc1ccco1	-2%
COc1cccc(OCC(=O)NC2CC(=O)N(c3cccc(OC)c3)C2)c1 (stereo not given)	-12%
COc1cc(-c2noc(-c3ccc(N4CCN(C)CC4)c([N+](=O)[O-])c3)n2)cc(OC)c1OC	-5%
CCC(CC)c1nn2cc(-c3ccccc3)nc2s1	2%
CCOc1ccc2nc(N(CCN(CC)CC)C(=O)c3ccc([N+](=O)[O-])cc3)sc2c1	11%
CCN(CCCNC(=O)c1cc2cc3cc(OC)ccc3nc2s1)c1cccc(C)c1	-12%
Cc1ccc(N=Nc2c(N)n[nH]c2N)cc1	-7%
Cc1nc(-n2nc(C)c(Cc3ccccc3Cl)c2C)sc1C(=O)N1CCCCC1C (stereo not given)	-2%
Nc1nc(SCC(=O)Nc2ccccc2)nc2nc3c(cc12)CCCC3	-10%
Cc1cccc(NNC(N)=S)c1	-19%
O=C(NCc1ccccn1)c1cccc(NS(=O)(=O)c2cccc(F)c2)c1	-8%
CCOc1ccc(S(=O)(=O)NCCC(=O)N2CC(C)CC(C)C2)cc1 (stereo not given)	14%
Cc1ccc(NC(=O)c2cc(S(=O)(=O)NCCC3=CCCCC3)ccc2F)cc1F	-7%
CCCn1c(CCNC(=O)c2cccs2)nc2ccccc21	7%
Cc1cc(C(=O)CSc2ncccn2)c(C)n1Cc1ccco1	-6%
O=C(COn1nnc2ccc(Cl)cc21)NC1CCS(=O)(=O)C1 (stereo not given)	-8%
Cc1ccc(-c2nn(-c3cccc(F)c3)cc2CN(Cc2nccn2C)C(C)C)o1	14%
Cc1ccc(CNC(=O)Nc2cc(C(=O)NCc3cccc(F)c3)ccc2N2CCCC2)cc1	-7%
COc1cccc(NC(=O)CSc2nc3ccccc3nc2N2CCCC2)c1	-1%
Cc1ccc(CNC(=O)CCC2CCCN(Cc3cccc4ncccc34)C2)o1 (stereo not given)	3%
COc1ccc2c(c1)Cc1sc(NC(=O)c3ccc(Cl)cc3)nc1-2	-16%
CNC(=O)C1CCCN(c2nnc(C)c3c(C)n(-c4ccccc4)nc23)C1 (stereo not given)	-1%
Cc1cccc(NC(=O)NCCc2ccc(Cl)cc2)c1	9%
CCOc1ccc(-n2c(=O)c3sc4ccccc4c3n(Cc3ccc(F)cc3)c2=O)cc1	-12%
CCCOc1ccc(C(=O)Nc2c(C(=O)c3ccc(C)cc3)oc3ccccc23)cc1	8%

19 of the compounds above, bar-delimited.
SMILES | aSyn yeast rescue
CCN(CCCNC(=O)c1cc2cc3cc(OC)ccc3nc2s1)c1cccc(C)c1 | -12%
Cc1ccc(N=Nc2c(N)n[nH]c2N)cc1 | -7%
Cc1nc(-n2nc(C)c(Cc3ccccc3Cl)c2C)sc1C(=O)N1CCCCC1C (stereo not given) | -2%
Nc1nc(SCC(=O)Nc2ccccc2)nc2nc3c(cc12)CCCC3 | -10%
Cc1cccc(NNC(N)=S)c1 | -19%
O=C(NCc1ccccn1)c1cccc(NS(=O)(=O)c2cccc(F)c2)c1 | -8%
CCOc1ccc(S(=O)(=O)NCCC(=O)N2CC(C)CC(C)C2)cc1 (stereo not given) | 14%
Cc1ccc(NC(=O)c2cc(S(=O)(=O)NCCC3=CCCCC3)ccc2F)cc1F | -7%
CCCn1c(CCNC(=O)c2cccs2)nc2ccccc21 | 7%
Cc1cc(C(=O)CSc2ncccn2)c(C)n1Cc1ccco1 | -6%
O=C(COn1nnc2ccc(Cl)cc21)NC1CCS(=O)(=O)C1 (stereo not given) | -8%
Cc1ccc(-c2nn(-c3cccc(F)c3)cc2CN(Cc2nccn2C)C(C)C)o1 | 14%
Cc1ccc(CNC(=O)Nc2cc(C(=O)NCc3cccc(F)c3)ccc2N2CCCC2)cc1 | -7%
COc1cccc(NC(=O)CSc2nc3ccccc3nc2N2CCCC2)c1 | -1%
Cc1ccc(CNC(=O)CCC2CCCN(Cc3cccc4ncccc34)C2)o1 (stereo not given) | 3%
COc1ccc2c(c1)Cc1sc(NC(=O)c3ccc(Cl)cc3)nc1-2 | -16%
CNC(=O)C1CCCN(c2nnc(C)c3c(C)n(-c4ccccc4)nc23)C1 (stereo not given) | -1%
Cc1cccc(NC(=O)NCCc2ccc(Cl)cc2)c1 | 9%
CCOc1ccc(-n2c(=O)c3sc4ccccc4c3n(Cc3ccc(F)cc3)c2=O)cc1 | -12%

Remaining list, next part
SMILES	aSyn yeast rescue
CCOc1ccc2nc(NC(=O)c3ccccc3)sc2c1	-33%[inhibitor]
COc1ccc(C(=O)CCC(=O)Nc2cccc(C(C)=O)c2)cc1	-6%
COc1ccccc1NC(=O)C1=C(C)NC(=O)NC1c1cccs1 (stereo not given)	-6%
COc1ccc(-c2nc(CSCC(=O)N3CCN(c4ccc(OC)cc4)CC3)c(C)o2)cc1	-8%
CN(c1ccc(OCC(=O)OCC(=O)Nc2ccccc2)cc1)S(=O)(=O)c1cccs1	0%
CC1(C)CC(=Cc2cc(O)ccc2[N+](=O)[O-])C(=O)c2ccccc21	-15%
Cc1ccc(C)c(OCCC(=O)OCC(=O)NCCc2ccc(S(N)(=O)=O)cc2)c1	6%
CCOC(=O)c1n[nH]n2c1nc(=O)c1ccccc12	-5%
N#Cc1ccc(OCC(=O)Nc2ccncc2)cc1	-11%
O=C(NCc1ccccn1)c1cccc(NS(=O)(=O)c2ccccc2F)c1	6%
CC(=O)c1cc(-c2ccccc2)n(CCC(=O)Nc2ccc(C)cc2C)c1C	-15%
O=C(O)CC1(CC(=O)Nc2ccc(C(F)(F)F)cc2)CCCC1	-4%

The list is partial; the hit share may differ from the screen's.
